Screening results deposited in PubChem BioAssay by Sanford-Burnham Center for Chemical Genomics.
TNAP pNPP inh – inhibitors of human tissue-nonspecific alkaline phosphatase; AID 615; 21,000 tested, under 10 active; inhibition, % at 20 µM; purified TNAP, pNPP hydrolysis, absorbance 405 nm;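 note: 0% = DMSO only wells and 100% = 1 mM levamisole wells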
Target sequence (P05186 whole entry, looked up): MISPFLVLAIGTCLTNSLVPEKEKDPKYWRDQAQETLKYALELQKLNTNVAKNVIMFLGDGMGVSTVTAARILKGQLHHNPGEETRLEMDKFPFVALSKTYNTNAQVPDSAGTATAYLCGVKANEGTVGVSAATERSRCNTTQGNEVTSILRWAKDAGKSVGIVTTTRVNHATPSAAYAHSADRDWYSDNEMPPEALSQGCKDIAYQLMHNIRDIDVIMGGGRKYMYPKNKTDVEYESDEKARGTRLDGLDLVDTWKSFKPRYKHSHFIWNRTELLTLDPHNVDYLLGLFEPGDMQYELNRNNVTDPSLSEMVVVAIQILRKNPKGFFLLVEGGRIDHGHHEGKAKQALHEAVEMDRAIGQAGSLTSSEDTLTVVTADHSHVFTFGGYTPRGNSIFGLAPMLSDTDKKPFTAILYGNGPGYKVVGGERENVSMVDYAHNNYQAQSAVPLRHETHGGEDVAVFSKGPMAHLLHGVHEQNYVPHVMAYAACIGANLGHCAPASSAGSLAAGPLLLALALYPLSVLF
TNAP inh Pi – inhibitors of human tissue-nonspecific alkaline phosphatase; purified TNAP, pNPP, malachite green phosphate absorbance; AID 614; inhibition, % at 20 µM; P05186; 21,000 tested, under 10 active
Starred values were filed as active, the others as inactive.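 Rule for the calls: active = inhibition above 50% at the 20 µM single-dose screen; inactive = the rest.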 These rows are one share of the data (hit frequency here may not be typical).

SMILES | TNAP pNPP inh | TNAP inh Pi
Cc1cc2nc(SC(C)C(=O)O)[nH]c2cc1C (centres undefined) | 4 | 13
CC(C)C(OC(=O)C1CCCO1)C(=O)NC1CCCC1 (centres undefined) | -1 | 9
O=S(=O)(c1cccc(-c2csc(-c3ccccc3)n2)c1)N1CCOCC1 | 5 | 6
CCOc1ccccc1C(=O)NC1CC2CCCC(C1)N2Cc1nnnn1Cc1ccco1 (centres undefined) | 7 | 12
COc1ccc(NC(C)=O)cc1NC(=O)CSc1nnc(-c2ccc(F)cc2)n1N | 0 | 6
Cc1ccc(CNc2oc(COc3ccccc3Cl)nc2C#N)cc1 | 6 | -2
Cc1ccc(C)c(C(=O)NCCN(C)C)c1 | 4 | 5
CCOC(=O)c1c(CN2CCC(C)CC2)oc2ccc(OC)cc12 | 2 | 6
CC1=C(C(=O)OCc2ccccc2)C(c2ccccc2OC(F)F)NC(=O)N1 (centres undefined) | -6 | 0
CC(=O)c1c(COC(=O)c2ccco2)nc2ccccc2[n+]1[O-] | 10 | -1
CCOC(=O)c1ccc(N2C(=O)C(O)=C(C(C)=O)C2c2ccccn2)cc1 (centres undefined) | 4 | 11
O=C(c1cccs1)N1CCN(C(=O)N2CCOCC2)CC1 | 3 | 12
O=C(CSc1nc(-c2ccco2)cc(C(F)(F)F)n1)NCCc1ccccc1 | 1 | 8
Cc1cc(C)c2oc(-c3ccc(Cl)c(NC(=O)c4ccc(C#N)cc4F)c3)nc2c1 | 0 | 6
Cc1cc(C(=O)CSc2nnc(Cc3ccccc3)o2)c(C)n1Cc1ccc2c(c1)OCO2 | 2 | 7
C#CCN1C(=O)C(O)(CC(=O)c2ccc(OC)c(OC)c2)c2ccccc21 (centres undefined) | 3 | -14
CCCOc1ccc(C(=O)N2CCCC2C(=O)O)cc1 (centres undefined) | 3 | 7
COc1cc(/C=C(/C#N)c2ccc(F)cc2)ccc1OCc1ccc(C(=O)O)o1 | -2 | 6
COc1ccc(CN(CC(=O)NC2CCCC2)C(=O)c2onc(C(N)=O)c2N)cc1 | 1 | 6
COC(=O)c1cc(OC)c(OC)cc1NC(=O)CSc1nnc(-c2cccnc2)n1C | 6 | 16
CCCC(=O)c1cn(CC(=O)OC)c2ccccc12 | 4 | 8
CCC(=O)Nc1cccc(NC(=O)CSc2nnnn2Cc2ccccc2)c1 | -1 | 14
CCNC(=O)CN(CCc1ccccc1)S(C)(=O)=O | 6 | 8
CCNc1nc(N)nc(Oc2ccc(OCCOc3ccccc3)nn2)n1 | 4 | 17
NC(Cc1ccc(Oc2ccc(O)cc2)cc1)C(=O)O (centres undefined) | 6 | 11
CCc1cccc2c1NC(=O)[C@]21[C@@H]2C(=O)N(Cc3ccccc3)C(=O)[C@@H]2[C@@H]2CCCN21 | 2 | 5
O=C(NCCOC(=O)c1cccs1)c1cccnc1 | 6 | -16
Cc1ccc2cc(C#N)c(N3CCCN(S(=O)(=O)c4ccccc4)CC3)nc2c1 | -19 | -2
COc1ccc(C(=O)c2ccc(OC)cc2O)c(O)c1 | 8 | 9
CCc1cc(=O)oc2cc(C)c(CN3CCCCC3)c(O)c12 | 3 | 7

Molecules from the list above containing fluorine:
SMILES | TNAP pNPP inh | TNAP inh Pi
COc1ccc(NC(C)=O)cc1NC(=O)CSc1nnc(-c2ccc(F)cc2)n1N | 0 | 6
CC1=C(C(=O)OCc2ccccc2)C(c2ccccc2OC(F)F)NC(=O)N1 (centres undefined) | -6 | 0
O=C(CSc1nc(-c2ccco2)cc(C(F)(F)F)n1)NCCc1ccccc1 | 1 | 8
Cc1cc(C)c2oc(-c3ccc(Cl)c(NC(=O)c4ccc(C#N)cc4F)c3)nc2c1 | 0 | 6
COc1cc(/C=C(/C#N)c2ccc(F)cc2)ccc1OCc1ccc(C(=O)O)o1 | -2 | 6

More structures follow.
SMILES | TNAP pNPP inh | TNAP inh Pi
CCC(=O)Nc1ccc2c(c1)C(=O)N(C1CCCCC1)C2=O | 2 | 9
CN(C)c1ccc(C2C3C(=O)N(c4ccc(C(=O)O)cc4)C(=O)C3ON2c2ccccc2)cc1 (centres undefined) | 0 | 0
CC1CCN(c2oc(-c3ccccc3Cl)nc2C#N)CC1 | 2 | 9
COc1ccc(-n2c(C)cc(C(=O)Cn3nnc4ccccc4c3=O)c2C)cc1 | 5 | 4
O=C(c1cncc(Br)c1)N1CCCc2ccccc21 | -4 | -31
Cc1cccc(C)c1NC(=O)CSc1nnc(Cn2nnc(-c3ccccc3)n2)n1-c1ccccc1 | 3 | 6
Cc1ccc(-c2ccc(CCC(=O)O)n2NC(=O)c2ccco2)cc1 | 4 | 22
CN(c1ccccc1C(=O)NCc1ccccn1)S(C)(=O)=O | 1 | -9
O=C(O)CCN1C(=O)NC2(CCCC2)C1=O | -4 | 7
CCN1CCN(Cc2cc(=O)oc3cc4c(cc23)CCC4)CC1 | -3 | 6
COc1ccc(-n2c(=O)c3c4c(sc3n3c(C)nnc23)COC(C(C)C)C4)cc1 (centres undefined) | 4 | 10
CC1CCc2nc(NC(=O)CSc3nc4ccccc4o3)sc2C1 (centres undefined) | 3 | 11
Cc1noc(C)c1CSc1nnc2sc3ccccc3n12 | 1 | 9
CCOC(=O)C1CCCN(C2CC(=O)N(c3cccc(C)c3)C2=O)C1 (centres undefined) | 2 | 8
CCCOc1ccc(/C(O)=C2/C(=O)C(=O)N(CCCn3ccnc3)C2c2cccs2)cc1 (centres undefined) | 4 | 16
O=C(CCc1nc(-c2ccccc2)no1)N1CCCC1 | 1 | 11
Cn1c(=O)n(C/C=C/c2ccccc2)c(=O)c2c1nc1n2CCCN1Cc1ccccc1 | 6 | 14
Cc1ccc(C(=O)CSC2=C(C#N)C(c3ccco3)C3=C(CCCC3=O)N2)cc1 (centres undefined) | 0 | 9
Nn1c(SCc2nc3ccccn3c2Br)nnc1-c1cccnc1 | -1 | 13
Cc1[nH]c2c(Cl)cccc2c(=O)c1CN1CCCC1 | 4 | 4
CC1CCN(c2ccc(C(=O)NCc3cccs3)cn2)CC1 | 1 | -16
Cc1ccc(P(=Nc2ccccc2)(N2CCOCC2)N2CCOCC2)o1 | 0 | -22
Cc1ccc(S(=O)(=O)NCC(=O)OC2CCOC2=O)cc1 (centres undefined) | 4 | 8
COCCCC/C(=N\OCCN)c1ccc(C(F)(F)F)cc1 | 2 | 8
CC1CN(c2oc(COc3ccc(Cl)cc3Cl)nc2C#N)CC(C)O1 (centres undefined) | 5 | 8
c1ccc2[nH]c(NCCCN3CCOCC3)nc2c1 | 10 | 6
CCOCCN1CCN(c2c3c(nc4cc(-c5ccc(F)cc5)nn24)CCC3)CC1 | 0 | 0
COC(=O)c1ccc2c(=O)n(CCN3CCOCC3)c(=S)[nH]c2c1 | 3 | 20
O=C(CCN1c2ccccc2Sc2ccccc21)OCC(=O)N1CCN(C(=O)c2ccco2)CC1 | -4 | 2
Cc1ccc(N2C(=O)[C@@H]3C(c4ccc(F)cc4)=NO[C@@H]3C2=O)cc1 | 4 | 2
COC(=O)c1ccc(NC(=O)CSc2nnc(-c3ccncc3)n2C)cc1 | 1 | 9
COCCn1c(SCc2c(F)cccc2Cl)nc2c1c(=O)[nH]c(=O)n2C | 6 | 9
Oc1ccc(Nc2nc(N3CCCC3)c3ccccc3n2)cc1 | 6 | 17
CC(C)OCC(O)CN (centres undefined) | -2 | 0
CCCNC(=O)c1cccc(COCC(F)(F)C(F)F)c1 | 4 | 11
O=C(NCCc1ccccc1F)C1CCCN1S(=O)(=O)c1ccccc1 (centres undefined) | 4 | 6
Oc1ccccc1C1=NCCNC(C(F)(F)C(F)F)=C1 | 0 | 0
COc1ccc(OC)c(S(=O)(=O)Nc2ccccc2C(F)(F)F)c1 | 0 | 0
CCOC(=O)C1CCN(C(=O)CN(c2cc(OC)ccc2OC)S(=O)(=O)c2ccccc2)CC1 | 4 | 4
CCOCC(=O)Nc1nnc(Cc2ccc(OC)c(OC)c2)s1 | 0 | 6
Cc1ccc(NC(=O)c2c(C)nc(Nc3nc4ccccc4o3)nc2C)cc1 | 8 | 12
COc1ccccc1NC(=O)N(CCCN1CCOCC1)Cc1cc2cc3c(cc2[nH]c1=O)OCO3 | 5 | 7
Cc1cc(N=Cc2cc(Cl)ccc2O)no1 | 1 | -14
CCCCNC(=O)c1cc2c(=O)n3cccc(C)c3nc2n(Cc2ccncc2)c1=N | 0 | 9
CC(C)NCC(O)COc1ccc(CC(N)=O)cc1 (centres undefined) | 2 | 6
O=C(O)c1cccnc1Oc1ccccc1 | 0 | 0
Cc1cc(OCC(=O)Nc2ccc3oc(-c4ccncc4)nc3c2)ccc1Cl | 4 | 11
COc1ccc(NC(=O)COC(=O)c2cnccn2)cc1Cl | -8 | -6
CCCCC(=O)NC1(C(F)(F)F)C(=O)N(Cc2ccco2)C(C)=C1C(=O)OC (centres undefined) | -6 | -5
Cc1nn(C)c(C)c1CNC(=O)c1nn2c(c1Cl)NC(c1cccs1)CC2C(F)(F)F (centres undefined) | 4 | -13
Next part:
SMILES | TNAP pNPP inh | TNAP inh Pi
CCn1c(SCC(=O)c2cc(OC)ccc2OC)nnc1C(C)C | 7 | 14
Cc1cc(-c2ccco2)n2c(nc3ccccc32)c1C#N | 2 | 10
CC(=O)c1cn(CC(=O)Nc2ccccc2)c2ccccc12 | 0 | 2
N#Cc1cc2c(nc1SCC(O)CS(=O)(=O)Cc1ccccc1)CCCC2 (centres undefined) | -1 | 2
CSc1nsc(SC)c1NC(=O)OC1CCCCC1 | 0 | 0
Cc1cc(OCC(=O)c2ccc(F)cc2)ccc1N1C(=O)CCC1=O | -3 | -6
C=CCNC(=O)C(C#N)c1nc2ccccc2nc1N1CCCCCC1 (centres undefined) | 2 | 6
CC(=O)Nc1cccc2c1OCCO2 | 3 | 10
CC1(C)N=C(/C=N/O)CN1O | 2 | -2
CCS(=O)(=O)Nc1c(C(=O)OC)[nH]c2ccccc12 | 5 | 8
CCCOc1ccc(C(=O)NCc2cccnc2)cc1 | -10 | -4
Cc1cc(C(=O)N2CCN(CCc3ccccc3)CC2)no1 | 6 | 11
C/C(Cl)=C/Cn1c(SCCN2CCOCC2)nc2c1c(=O)[nH]c(=O)n2C | 2 | -3
COc1cccc(OCc2nnc(SCC(=O)NCc3ccco3)n2CCc2ccccc2)c1 | 0 | 12
Cc1c(C(=O)N2CCCCC2)sc(NC(=O)C(C)C)c1C#N | 7 | 9
Cc1ccc(S(=O)(=O)NC2=NCN(C3CCN(Cc4ccccc4)CC3)CN2)cc1 | 6 | 15
COCCCn1c(SCC(=O)OC2CCCCC2)nnc1-c1cccs1 | 2 | 10
COc1ccccc1CN(C)C(=O)C1COc2ccccc2O1 (centres undefined) | -4 | 4
CC1=C(SCCC#N)S/C(=C2\SC(C)=C(SCCC#N)S2)S1 | -5 | -11
CCOC(=O)c1ccc(N2C(=O)CC(C(=O)OC)=C2C)cc1 | 3 | -1
Cc1cc2nn(-c3ccccc3)nc2cc1NC(=O)c1cccs1 | 3 | 7
O=C(CC1SCCNC1=O)Nc1cccc(C(F)(F)F)c1 (centres undefined) | 4 | -5
CC(=O)Nc1cccc(NC(=O)CSc2nc(C)c(C)c(C)c2C#N)c1 | 8 | 11
CCOC(=O)c1cc2c(n(-c3ccccc3)c1=O)CC(C)(C)CC2=O | 0 | -2
CC(=O)c1cccc(N(CC(=O)Nc2cccnc2)S(C)(=O)=O)c1 | 3 | 4
CC(C)Oc1ccc(Cc2c(O)nc(NCCCN(C)C)[nH]c2=O)cc1 | 6 | 7
CC(=O)N[C@H]1C[C@@H]1c1ccccc1 | -9 | -13
O=C(Nc1ccc2c(c1)OCCO2)c1ccncc1 | 4 | -4
COc1ccc(CCN2C(=O)CC(Sc3ncccc3C(=O)O)C2=O)cc1OC (centres undefined) | 3 | 0
O=C(Cc1ccccc1)Nc1cccc(-c2nc3ncccc3o2)c1 | 2 | 6
COc1ccc(OC)c(C2NC(=O)c3sc(=S)n(-c4ccccc4)c3N2)c1 (centres undefined) | 4 | 9
COc1ccc(OC)c(N(CC(=O)N2CCCC2)S(=O)(=O)c2ccc(OC)c(OC)c2)c1 | 2 | 7
O=C(CCCC(=O)N(CC(=O)NC1CCCC1)Cc1ccccc1Cl)Nc1ccccn1 | -2 | 11
COc1ccc(/C(N)=C/C(=O)C(C)(C)C)cc1 | 1 | 6
CC(=O)Nc1cccc2c1C(=O)NC2=O | 4 | 12
O=C(CCn1nnc(-c2cccs2)n1)NCc1ccccc1Cl | 5 | 8
C=CCn1c(SCC(=O)/C(C#N)=C(\C)N)nc2sc(CC)cc2c1=O | 4 | 7
COc1nc(-c2ccccc2)ccc1-c1noc(COc2ccccc2)n1 | 3 | 7
COc1cccc(NC(=O)CSc2nnc(-c3cccc(OC(C)C)c3)n2N)c1 | 4 | 12
Nc1nc(CN2CCN(c3ccccc3)CC2)nc(N2CCCc3ccccc32)n1 | 8 | 6

A few values from the list:
Under TNAP inh Pi, `Nc1nc(CN2CCN(c3ccccc3)CC2)nc(N2CCCc3ccccc32)n1` is entered as 6
Under TNAP inh Pi, `COc1ccc(OC)c(C2NC(=O)c3sc(=S)n(-c4ccccc4)c3N2)c1` (centres undefined) is entered as 9
Under TNAP inh Pi, `CC(=O)Nc1cccc2c1C(=O)NC2=O` is entered as 12
Under TNAP inh Pi, `COc1ccc(/C(N)=C/C(=O)C(C)(C)C)cc1` is entered as 6
Under TNAP pNPP inh, `O=C(CCCC(=O)N(CC(=O)NC1CCCC1)Cc1ccccc1Cl)Nc1ccccn1` is entered as -2
Under TNAP inh Pi, `COc1cccc(NC(=O)CSc2nnc(-c3cccc(OC(C)C)c3)n2N)c1` is entered as 12

Later entries.
SMILES | TNAP pNPP inh | TNAP inh Pi
CCN(CC)CCCn1c(C)cc2c(c1=O)C(c1ccccc1)C(C#N)=C(N)O2 (centres undefined) | 1 | 6
COC(=O)Sc1nc(N2CCOCC2)c2c(c1C#N)CC(C)(C)OC2 | -1 | 6
COc1cc(CC(NC(C)=O)C(=O)NC2CCN(c3nc(C)cc(C)c3C#N)CC2)cc(OC)c1 (centres undefined) | 6 | 11
COc1ccc(OC)c(S(=O)(=O)N2CCC(C(=O)Nc3ccc(C)c(C)c3)CC2)c1 | 0 | 0
